TNAP inh hiacc – TNAP (human) inhibition, high acceptor; purified TNAP, CDP-star luminescence, 1 M DEA; inhibition, % at 20 µM; 200,000 tested, 0.03% active; P05186;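 active = over 50% inhibition of tissue-nonspecific alkaline phosphatase at 20 µM in the single-dose screen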;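 note: plate controls were DMSO wells for no effect and EDTA-quenched wells as full inhibition for full effect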
Target sequence (P05186 whole entry, looked up): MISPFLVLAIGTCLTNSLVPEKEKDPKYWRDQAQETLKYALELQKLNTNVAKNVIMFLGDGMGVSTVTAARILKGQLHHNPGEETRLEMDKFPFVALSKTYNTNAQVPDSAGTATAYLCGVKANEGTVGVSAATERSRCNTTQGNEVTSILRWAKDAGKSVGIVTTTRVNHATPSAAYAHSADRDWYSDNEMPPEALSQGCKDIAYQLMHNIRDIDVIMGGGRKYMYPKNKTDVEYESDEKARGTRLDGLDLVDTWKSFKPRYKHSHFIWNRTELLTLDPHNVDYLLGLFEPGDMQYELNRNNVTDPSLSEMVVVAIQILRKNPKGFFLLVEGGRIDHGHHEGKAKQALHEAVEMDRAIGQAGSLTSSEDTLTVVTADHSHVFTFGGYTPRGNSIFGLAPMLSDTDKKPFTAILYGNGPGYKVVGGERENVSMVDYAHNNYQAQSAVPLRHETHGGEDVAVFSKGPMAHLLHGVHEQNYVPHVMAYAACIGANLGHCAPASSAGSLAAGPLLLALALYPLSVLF
PMI act – activators of human phosphomannose isomerase; P34949; purified human PMI, coupled resazurin fluorescence, 20 min; hits give high values; 1 = vehicle control, 0 substrate-free wells; activation factor at 20 µM; 190,000 tested, 0.005% active; AID 1214;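 active = activation factor of 2 or more at 20 µM, relative to plate controls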
Target sequence (P34949 whole entry, looked up): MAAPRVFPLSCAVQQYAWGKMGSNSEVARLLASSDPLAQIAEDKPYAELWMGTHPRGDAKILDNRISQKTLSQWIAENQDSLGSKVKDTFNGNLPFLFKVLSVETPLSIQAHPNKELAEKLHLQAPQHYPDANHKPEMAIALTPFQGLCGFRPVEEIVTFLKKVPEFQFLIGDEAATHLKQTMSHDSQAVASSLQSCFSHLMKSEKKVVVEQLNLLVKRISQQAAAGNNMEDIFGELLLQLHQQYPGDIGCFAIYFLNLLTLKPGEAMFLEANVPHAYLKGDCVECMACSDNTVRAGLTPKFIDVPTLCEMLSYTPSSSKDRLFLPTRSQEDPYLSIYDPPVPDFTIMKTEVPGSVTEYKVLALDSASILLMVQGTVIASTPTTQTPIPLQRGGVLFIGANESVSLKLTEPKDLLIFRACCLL
bIAP activator – increases bovine intestinal alkaline phosphatase activity. purified bovine IAP, CDP-star luminescence, 30 min; hits give high values; fold of DMSO-control signal, blank-subtracted. activation factor at 20 µM. 200,000 tested, 0.17% active. AID 1016;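 active = activation factor of 2 or more at 20 µM, a signal rise over negative controls twice the positive control's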
L major viab – Leishmania major promastigote growth inhibition | Leishmania major promastigotes, resazurin fluorescence viability | inhibition, % at 10 µM | 200,000 tested, 9% active | AID 1063; in the data active = inhibition above about 50%;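 note: promastigotes grown with compound for 44 hours at 28 °C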
TNAP inh no acc – blocks human TNAP activity with no phosphate acceptor present; P05186; purified TNAP, CDP-star luminescence, 30 min; inhibition, % at 20 µM; 200,000 tested, 0.26% active;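 active = tissue-nonspecific alkaline phosphatase inhibition above about 50% at 20 µM in the single-dose screen, limit read from the data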;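 note: 0% = DMSO negative control and 100% = EDTA positive control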
Diaphorase inh – diaphorase inhibition or chemical oxidation counter-screen | diaphorase resazurin-to-resorufin fluorescence, NADH, 16 min; bacterial (C. kluyveri) enzyme, not human | inhibition, % at 20 µM | 190,000 tested, 0.69% active | AID 1217;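 active = primary screen inhibition at 20 µM above a set limit, cut at about 50% in these data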;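 note: plate controls were DMSO with full reaction for no effect and wells lacking NADH for full effect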
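Assay system: diaphorase enzyme from Clostridium kluyveri; Input: enzyme working solution with 0.14 U/mL diaphorase; Timing: 16 min at room temperature; Technique: resorufin fluorescence, excitation 544 nm, emission 590 nm; Benchmarks: positive control minus NADH, DMSO neutral control.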
PMI act hi M6P – PMI (human) activation, high substrate; P34949; coupled PMI enzyme assay, resazurin fluorescence, 20 min; hits give high values; 1 = untreated enzyme, 0 = substrate-free blank; activation factor at 20 µM; 190,000 tested, 0.34% active; AID 1216;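 active = activation factor of 2 or more at 20 µM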
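assay system = human phosphomannose isomerase with PGI, G6PDH, diaphorase coupling enzymes | quantity = 15 ng/mL PMI | incubation = enzyme reaction with compound 20 min at room temperature | medium = HEPES pH 7.4 buffer with MgCl2 and Tween-20 | compound dosing = one concentration, 20 µM, in 1% DMSO | measured by = Diaphorase-driven resazurin-to-resorufin fluorescence, excitation 544, emission 590 nm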
bIAP inhibitor – intestinal alkaline phosphatase (bovine) inhibition; 190,000 tested, under 10 active; purified bovine IAP, CDP-star luminescence, 30 min; inhibition, % at 20 µM;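 active = over 50% inhibition of intestinal alkaline phosphatase at 20 µM in the single-dose screen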
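Assay system: bovine IAP enzyme; medium: DEA buffer 100 mM, pH 9.8, with MgCl2 1.0 mM, ZnCl2 0.02 mM; doses: 20 µM single dose; incubation: enzyme reaction for 30 min at room temperature; detection: CDP-star luminescence signal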
Diaph act CS – activates diaphorase or chemically reduces, flagging diaphorase assay artifacts; Diaphorase/resazurin coupled assay, resorufin fluorescence, 16 min; hits give high values; 1 = vehicle wells, 0 = NADH-free wells; activation factor at 20 µM; 190,000 tested, 0.005% active; AID 1229;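 active = diaphorase activity raised at least twofold by the compound at 20 µM; inactive = activation factor below 2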
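Material: purified diaphorase enzyme from Clostridium kluyveri; Also added: 0.114 mM NADH and 0.1 mM resazurin, final amounts; Doses: single compound dose of 20 µM, 1% DMSO final; Times: 16 min enzyme reaction, ambient temperature; Detection: resorufin fluorescence, excitation 544 nm, emission 590 nm; Measure: increased resorufin signal from activators or reducing compounds.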
TNAP act hi DEA – increases human TNAP activity under high phosphate acceptor concentration; P05186; purified TNAP, CDP-star luminescence, 1 M DEA, 30 min; hits give high values; 0 = EDTA background, 1 = DMSO-only activity; activation factor at 20 µM; 200,000 tested, under 10 active;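 active = activation factor at least 2 at 20 µM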
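Control set: EDTA negative control, DMSO positive control / Assay system: human TNAP / Quantity: TNAP 1/800 final / Evaluation: TNAP activation factor scaled between EDTA and DMSO control wells / Measured by: luminescent substrate turnover signal / Compound dosing: one dose, 20 µM / Times: 30 min enzyme reaction at room temperature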
Starred values were filed as active, the others as inactive.

entry	molecule	TNAP inh hiacc	PMI act	bIAP activator	L major viab	TNAP inh no acc
1	CCOC(=O)N1CCN(C(=O)C(CC(C)C)NS(=O)(=O)c2ccc3c(c2)oc(=O)n3C)CC1 (stereo unspecified)	-6	1	1	-1	5
2	CC12C(=O)N(c3ccc(OC(=O)c4ccco4)cc3)C(=O)C1C1c3ccccc3C2c2ccccc21 (stereo unspecified)	-3	0.9	1	58*	-17
3	O=C(CSc1nc2c(sc3ccccc32)c(=O)n1CCCN1CCCC1)NCc1ccco1	-2	1	0.9	95*	-4
4	COc1cc(C(=O)N2CCN(S(=O)(=O)c3ccc(C)cc3)CC2)ccc1OCc1c(C)noc1C	-6	1	1.1	15	3
5	CN(c1cccc(NC(=O)c2cccc([N+](=O)[O-])c2)c1)S(C)(=O)=O	0	0.9	0.9	8	-5
6	COc1cccc2cc(C(=O)n3ccc(C)n3)c(=O)oc12	-3	1	0.9	0	0
7	COc1cc(S(=O)(=O)NC2CCCC2)c(OC)cc1Cl	2	1	1	2	-12
8	Cc1ccc(NC(=O)N2CCCN(Cc3ccc(F)cc3)C2)cc1C	-6	1	1	94*	-3
9	Cc1coc2cc3oc(=O)cc(C)c3cc12	-9	1.1	0.7	-4	-14
10	CC1=CC(C)(C)N(C(=O)Nc2ccccc2)c2ccccc21	-1	0.9	0.9	4	-3
11	Cc1nc(N2CCN(S(=O)(=O)c3ccc(F)cc3)CC2)c2c(-c3cccs3)csc2n1	-3	0.8	1	49	-4
12	C/C(=N/NC(=O)CNC(=O)C1COc2ccccc2O1)c1ccc2c(c1)OCCO2 (stereo unspecified)	-6	1	1.1	9	-23

entry	Diaphorase inh	PMI act hi M6P	bIAP inhibitor	Diaph act CS	TNAP act hi DEA
1	6	1.1	0	0.9	1.1
2	22	0.9	3	0.8	1
3	20	1	10	0.8	1
4	22	1	-6	0.8	1.1
5	7	1	11	0.9	1
6	-3	1.1	7	1	1
7	4	1	1	1	1
8	15	1	-1	0.9	1.1
9	9	1	26	0.9	1.1
10	-1	0.9	11	1	1
11	31	0.6	1	0.7	1
12	19	1	-7	0.8	1.1

Continued:
entry	molecule	TNAP inh hiacc	PMI act	bIAP activator	L major viab	TNAP inh no acc
13	CCN1C(=O)c2ccccc2S(=O)c2ccc(C(=O)N3CCCCCC3)cc21 (stereo unspecified)	-5	1	1	-7	-14
14	CCN1C(=O)c2ccccc2S(=O)c2ccc(C(=O)NCCCN3CCCC3=O)cc21 (stereo unspecified)	-1	0.9	0.9	-4	-12
15	O=C(NC(=S)N1CCc2ccccc21)c1ccc(Br)o1	-3	0.8	1	1	-10
16	Cc1nc(NC2=NCN(CCCN3CCOCC3)CN2)nc2c(C)cccc12	-5	1	1	88*	3
17	COc1ccc(C)cc1N1C(=N)/C(=C2/Nc3ccccc3S2)C(c2ccccc2)C1=O (stereo unspecified)	3	0.9	1	100*	-1
18	CCC(=O)N/N=C(\C)CC(=O)Nc1cc(Cl)ccc1C	-3	1.1	1	-1	-8
19	CCSc1nnc(-c2ccccc2N=Cc2c(C)[nH]n(-c3ccccc3)c2=O)c(=O)[nH]1	3	0.9	1	-9	-6
20	O=[N+]([O-])c1ccc(N/N=C2\CC3CC=CC23)c([N+](=O)[O-])c1 (stereo unspecified)	9	1.1	0.9	7	1
21	Cc1ccc(NC(=O)Nc2nnc(CSCCOc3ccc(Cl)cc3)s2)cc1	-2	1.1	0.6	33	-18
22	Cc1nnc(C)c2c(C)n(Cc3ccc4c(c3)OCO4)c(C)c12	-6	0.8	1	23	-14
23	CC(=O)N(Cc1cc(=O)[nH]c2ccccc12)c1ccccc1	0	1	0.9	-1	-11
24	Cc1ccc(S(=O)(=O)N2CCOCC2)c2nsnc12	-5	1.1	0.8	-1	-29

entry	Diaphorase inh	PMI act hi M6P	bIAP inhibitor	Diaph act CS	TNAP act hi DEA
13	8	1	4	0.9	1
14	13	1	10	0.9	1
15	16	1	1	0.8	1
16	-41	1	-4	1.4	1.1
17	12	0.9	3	0.9	1
18	0	1.1	5	1	1
19	19	0.5	-5	0.8	1
20	9	1.1	7	0.9	0.9
21	20	1	38	0.8	1
22	23	0.8	-2	0.8	1.1
23	-1	1.1	13	1	1
24	16	1	16	0.8	1.1

Continuation:
entry	molecule	TNAP inh hiacc	PMI act	bIAP activator	L major viab	TNAP inh no acc
25	CC(=O)Nc1ccc(NS(=O)(=O)c2cn(C)c(=O)n(C)c2=O)cc1	-7	0.9	0.9	-6	-13
26	Clc1cccc(NCc2nnc(SCc3ccccc3)o2)c1	-4	0.9	0.7	-1	-5
27	C=C(C)c1cccc(C(C)(C)NC(=O)N2CCN(c3ccccn3)CC2)c1	-8	1	0.9	4	-3
28	CCC(C)N(C(=O)CSc1ccc(NC(C)=O)cc1)C1CCS(=O)(=O)C1 (stereo unspecified)	-2	1	1.1	0	-13
29	CCOC(=O)C(/C(C)=N/NC(=O)c1ccccc1[N+](=O)[O-])C(C)C (stereo unspecified)	-7	1	0.9	-1	-14
30	Cc1ccc(-n2nc3cc(C)c(NC(=O)c4cccnc4)cc3n2)cc1	-4	1	0.9	1	-10
31	O=C(/C=C/c1ccc([N+](=O)[O-])cc1)Nc1cccnc1	1	1	0.9	4	0
32	COc1ccc(NC(=O)C2CCCN(S(=O)(=O)c3cccnc3)C2)cc1 (stereo unspecified)	1	1	0.9	-5	-6
33	COc1ccc(-c2nnc(SCC(=O)NC(C)c3ccccc3)o2)cc1OC (stereo unspecified)	-6	1	1	3	9
34	Cc1ccc(NC(=O)CNS(=O)(=O)c2cccs2)cc1F	-5	1.1	1	-8	-2
35	COc1ccccc1C1NC(=O)NC(C)=C1C(=O)Nc1cccc(C)c1C (stereo unspecified)	-1	1	0.9	-5	-7
36	Cc1ccc(C2=[N+]([O-])C3(CCCCC/C3=N\NC(N)=O)N(O)C2(C)C)o1 (stereo unspecified)	-9	1	0.9	-4	-29

entry	Diaphorase inh	PMI act hi M6P	bIAP inhibitor	Diaph act CS	TNAP act hi DEA
25	8	1	8	0.9	1.1
26	9	0.9	34	0.9	1
27	16	0.9	7	0.8	1.1
28	16	0.9	-5	0.8	1
29	10	1	8	0.9	1.1
30	11	1.1	11	0.9	1
31	0	1	6	1	1
32	4	1	11	1	1
33	10	1	-1	0.9	1.1
34	-8	1.2	2	1.1	1.1
35	12	0.9	7	0.9	1
36	14	1	10	0.9	1.1

Next records.
entry	molecule	TNAP inh hiacc	PMI act	bIAP activator	L major viab	TNAP inh no acc
37	Cc1ccc(S(=O)(=O)NCCOC(=O)Nc2sc(=S)n(C)c2C)cc1	4	0.9	0.9	0	-2
38	COc1ccc(C2C=C(c3ccccc3)Nc3ncnn32)cc1 (stereo unspecified)	-5	1.4	1	-4	2
39	O=C(N=C1c2ccccc2CN1c1ccc(F)cc1)c1ccc(Cl)nc1	2	1.1	1.3	-4	-8
40	CCOc1cc(C(=O)NCC2CCCO2)cc(OCC)c1OCC (stereo unspecified)	4	0.9	0.9	-9	-2
41	N#CC1=C(SCc2ccccc2)NC(=O)CC1c1ccco1 (stereo unspecified)	-8	0.7	0.7	18	-15
42	C/C(CCC(C)C)=N\NC(=O)COc1ccccc1-c1ccccc1	-8	1.2	0.9	-5	-6
43	COCC(C)n1c(C)cc(C(=O)CSc2cc(C)c3ccccc3n2)c1C (stereo unspecified)	-7	0.9	1	9	-8
44	N/C(=N\N=C\c1ccnc2ccccc12)SC1CC(=O)N(c2ccc(Br)cc2)C1=O (stereo unspecified)	-1	1	0.9	-9	-23

entry	Diaphorase inh	PMI act hi M6P	bIAP inhibitor	Diaph act CS	TNAP act hi DEA
37	6	1	15	0.9	1
38	10	1.8	1	0.9	1
39	27	1.3	-25	0.7	1
40	8	0.9	6	0.9	1
41	22	0.7	27	0.8	1.1
42	-6	1.1	5	1.1	1.1
43	28	0.9	3	0.7	1.1
44	-10	1	8	1.1	1

A different layout for some results above:
no.	canonical_smiles	TNAP inh hiacc	PMI act	bIAP activator	L major viab	TNAP inh no acc	Diaphorase inh	PMI act hi M6P	bIAP inhibitor	Diaph act CS	TNAP act hi DEA
39	O=C(N=C1c2ccccc2CN1c1ccc(F)cc1)c1ccc(Cl)nc1	2	1.1	1.3	-4	-8	27	1.3	-25	0.7	1
40	CCOc1cc(C(=O)NCC2CCCO2)cc(OCC)c1OCC (stereo unspecified)	4	0.9	0.9	-9	-2	8	0.9	6	0.9	1
41	N#CC1=C(SCc2ccccc2)NC(=O)CC1c1ccco1 (stereo unspecified)	-8	0.7	0.7	18	-15	22	0.7	27	0.8	1.1
42	C/C(CCC(C)C)=N\NC(=O)COc1ccccc1-c1ccccc1	-8	1.2	0.9	-5	-6	-6	1.1	5	1.1	1.1
43	COCC(C)n1c(C)cc(C(=O)CSc2cc(C)c3ccccc3n2)c1C (stereo unspecified)	-7	0.9	1	9	-8	28	0.9	3	0.7	1.1

High-throughput results from PubChem BioAssay.
